Screens from PubChem.
NPSR antagonist: blocks cAMP signaling of the human neuropeptide S receptor | Potency, µM (series often up to 38.3 µM), inactives show at the highest dose activity change, negative = inhibition, actives largely listed as inhibitors | CHO-NPSR cells, cAMP TR-FRET, antagonist mode | actives 1% (n = 220,000) | Q6W5P4; further: potency means the concentration at half of the fitted maximal effect; on the % scale 0 is the no-effect control and ±100 the full control effect; nearly all actives have a fitted effect of over 50% in size; many of its hits are not listed in these tables
Target sequence (Q6W5P4 whole entry, looked up): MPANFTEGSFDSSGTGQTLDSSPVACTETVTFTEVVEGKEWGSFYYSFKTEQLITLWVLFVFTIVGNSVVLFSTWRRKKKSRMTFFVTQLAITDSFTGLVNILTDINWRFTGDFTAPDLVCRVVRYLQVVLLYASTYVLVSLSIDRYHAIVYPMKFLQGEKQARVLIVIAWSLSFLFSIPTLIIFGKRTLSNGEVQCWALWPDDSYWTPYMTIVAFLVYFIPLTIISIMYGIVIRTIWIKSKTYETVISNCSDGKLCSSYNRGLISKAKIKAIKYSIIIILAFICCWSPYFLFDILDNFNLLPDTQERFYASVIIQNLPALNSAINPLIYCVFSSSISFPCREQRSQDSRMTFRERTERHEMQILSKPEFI
Tau fluor cs: counter-screen for tau fibril formation inhibitors; Potency, µM (highest dose often 57.7 µM), for inactives: top-dose activity change, negative = decrease; tau K18 P301L Alexa594 fluorescence, heparin fibrillization; actives 0.93% (n = 280,000); further: potency means the concentration at half of the fitted maximal effect; on the % scale 0 is the no-effect control and ±100 the full control effect; nearly all actives have a fitted effect of over 55% in size
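Human tau K18 P301L (15 uM unlabeled, 0.24 uM Alexa 594-labeled) in 100 mM sodium acetate pH 7 with 20 uM heparin, 6 hr at 37 C. ThT 30 uM added, 1 hr ambient; Alexa 594 FP and total fluorescence read at 555/632 nm.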
Tau fibril FP: blocks human tau fibril formation measured by polarization | P10636 | Potency, µM (top dose mostly 57.7 µM), for inactives: top-dose activity, negative = inhibition, hits mostly inhibitors | actives 0.39% (n = 280,000) | K18 P301L tau heparin fibrillization, Alexa594 FP, 6 h; further: potency means the concentration at half of the fitted maximal effect; on the % scale 0 is the no-effect control and ±100 the full control effect; nearly all actives have a fitted effect of over 55% in size
Target sequence (P10636 561-689 P618L limits assumed): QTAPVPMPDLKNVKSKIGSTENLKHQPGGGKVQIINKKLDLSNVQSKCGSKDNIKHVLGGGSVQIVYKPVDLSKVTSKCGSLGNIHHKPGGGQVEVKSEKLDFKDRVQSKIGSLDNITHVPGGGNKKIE
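Human tau K18 […] P301L fragment, 15 uM unlabeled plus 0.24 uM Alexa 594-labeled tau (final), with compound and 20 uM heparin in 100 mM sodium acetate pH 7; 6 hr at 37 C, then Alexa 594 FP read.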
Epigenetic derep: derepresses silenced GFP reporter in murine cells. murine LDR cells, GFP reporter derepression, 30 h. Potency, µM (titrated, usually from 53.9 µM), inactives show at the highest dose GFP activation, actives largely listed as activators. actives 0.2% (n = 280,000). AID 1865; further: potency means the concentration at half of the fitted maximal effect; % of control where 0% means no effect; nearly all actives have a fitted effect of over 60% in size
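Readout is the number of GFP-expressing murine LDR cells, counted by cytometry following washing. Cells were treated with compound for 30 h at 37 C; the stably integrated CMV-GFP locus is normally silent.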
TRb-SRC2 inh: TRbeta-SRC2 interaction inhibition. P10828. TRbeta-SRC2 peptide binding, fluorescence polarization; receptor liganded with 1 µM T3. Potency, µM (series often up to 106 µM), without a hit: at the top dose activity change, negative = inhibition, usual class: inhibitors. actives 0.065% (n = 280,000);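 further: potency means the concentration at half of the fitted maximal effect; plate controls were bound peptide for no effect and peptide without receptor for full effect; nearly all actives have a fitted effect of over 50% in size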
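Read-out is fluorescence polarization (555 nm excitation, 632 nm emission) of a Texas Red SRC2 coactivator peptide; loss of signal reflects blocked binding to human TRb ligand-binding domain in the presence of 1 uM T3.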
TR SRC2 fluor cs: alters Texas Red total fluorescence, flagging assay interference; TRb/SRC2 Texas Red total fluorescence interference; Potency, µM (top dose mostly 106 µM), for the others: at the highest dose fluorescence change, negative = quenching; actives 0.29% (n = 280,000); active means well fitted curve in either direction with a large enough effect; inconclusive means small, poorly fitted or top-dose-only effect; further: potency means the concentration at half of the fitted maximal effect; on the % scale 0 is the no-effect control and ±100 the full control effect
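Flags fluorescent or light-absorbing compounds by total fluorescence, S + 2P, at 555 nm excitation and 632 nm emission. Mixture: 20 nM Texas Red SRC2 peptide, 0.6 uM human TRb LBD, 1 uM T3, 5% DMSO; compound exposure 5 h at ambient temperature.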
aGal spleen mod: inhibits or activates alpha-galactosidase in human spleen homogenate; P06280; human spleen homogenate, 4MU-alpha-Gal fluorescence, 40 min; Potency, µM (titrated, usually from 80 µM), inactives show top-dose activity change, negative = inhibition, hits mostly inhibitors; actives 0.008% (n = 240,000); AID 2107;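 further: potency means the concentration at half of the fitted maximal effect; 0% = enzyme with vehicle and -100% = no enzyme basal signal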
Target sequence (P06280 32-429 limits assumed): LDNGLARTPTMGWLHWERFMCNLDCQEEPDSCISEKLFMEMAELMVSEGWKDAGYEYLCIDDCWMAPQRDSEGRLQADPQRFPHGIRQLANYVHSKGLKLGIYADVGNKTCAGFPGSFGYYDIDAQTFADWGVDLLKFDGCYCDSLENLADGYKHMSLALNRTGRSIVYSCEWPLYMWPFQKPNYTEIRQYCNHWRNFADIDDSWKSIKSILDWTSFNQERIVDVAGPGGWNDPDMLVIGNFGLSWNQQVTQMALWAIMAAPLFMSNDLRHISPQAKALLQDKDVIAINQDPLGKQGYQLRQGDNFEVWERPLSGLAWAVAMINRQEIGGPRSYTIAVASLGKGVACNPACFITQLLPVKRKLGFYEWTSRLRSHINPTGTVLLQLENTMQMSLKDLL
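Inhibition or activation of alpha-galactosidase in human spleen homogenate is scored by 4-MU fluorescence after 40 min at 37C, pH 5.0, with 1 mM substrate. AC50s come from concentration-response fitted to the Hill equation.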
CBFb-RUNX1 inh: CBF-beta/RUNX1 interaction disruption; Q01196+Q13951; AlphaScreen CBFb-His/RUNX1-biotin binding, biochemical; Potency, µM (highest dose often 59.8 µM), for inactives: top-dose activity, negative = inhibition, hits mostly inhibitors; 230,000 tested, under 10 active; AID 1477; further: % of control where 0% means no effect
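CBFb-His/RUNX1-biotin, 30 nM each, preincubated 20 min RT; compound 15 min RT; Ni + streptavidin beads 50 ng each, 90 min RT; AlphaScreen read.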
* hit, by the source's call; ? = inconclusive; nt = not tested or not shown; & = joins results of further samples; [ ] = remark or other dose. Unless noted, the call rests on the fitted dose curve; in most records, active means well fitted curve in the direction sought with a large enough effect; inconclusive means small, poorly fitted or top-dose-only effect, or another doubt; inactive means no such curve, though single readings can be large; an effect the other way counts as inactive or inconclusive.

Second line of a record: NPSR antagonist | Tau fluor cs | Tau fibril FP | Epigenetic derep | TRb-SRC2 inh | TR SRC2 fluor cs | aGal spleen mod | CBFb-RUNX1 inh
[1] NS(=O)(=O)c1ccc(Nc2ccc3nonc3c2[N+](=O)[O-])cc1
  -2% | -8% | -6% | -1.5% | 0% | 2% | 0% | -7%
[2] COc1ccc(OCCOC(=O)c2[nH]c(C)c(C(C)=O)c2C)cc1
  15% | -11% | 6% | -1.2% | -5% | -2% | 0% | 8%
[3] c1ccc2[nH]c(CN3CCOCC3)nc2c1
  11%[46.1 µM] | -2% | -1% | 0.6% | 8% | 1% | 6% | 1%
[4] O=CN1CCN(C(=S)Nc2ccc(OC(F)F)cc2)CC1
  ? | -3% | -4% | 5.2% | -4% | 0% | 5% | 1%
[5] CCOC(=O)c1nnn(-c2nonc2N)c1CSc1nnc(N)s1
  13% | -4% | -4% | -0.3% | -4% | -2% | 9% | 13%
[6] CC1(C)CC(=O)C(Sc2nnc(-c3ccc(NS(C)(=O)=O)cc3)n2Cc2ccco2)C(=O)C1
  -4%[46.1 µM] | 1% | 2% | 1.0% | -1% | -1% | 0% | 3%
[7] COc1ccc(-c2cnc(N)nc2-c2ccc(OCc3ccccc3)cc2O)cc1
  ? | ? | ? | 3.2% | 3% | 0% | 1% | ?
[8] COc1ccc(C(=O)OCC(=O)Nc2cc(C)on2)cc1S(=O)(=O)N1CCOCC1
  -3%[46.1 µM] | -4% | 2% | 0.9% | -17% | -2% | -9% | 0%
[9] CN(CC(=O)NCc1ccccn1)S(=O)(=O)c1ccccc1
  -4%[46.1 µM] | -3% | -11% | -3.3% | -5% | 0% | 7% | -5%
[10] CCN(CC)S(=O)(=O)c1ccc(NN)nc1
  0% | -14% | -15% | 1.3% | 3% | 0% | -12% | -5%
[11] Cc1ccc(NC(=O)Cc2ccccc2Cl)cc1S(=O)(=O)N(C)C
  3%[46.1 µM] | 2% | 0% | 1.0% | -24%[53 µM] | 0.1µM*[quencher] | -2% | -6%
[12] CC(C)(C)NC(=O)CSc1ncnc2c1nnn2Cc1ccccc1Cl
  ? | -9% | 0% | 0.9% | 3% | 1% | -4% | -3%
[13] Cc1cccc(C)c1NC(=S)N1CCOCC1
  -26% | -10% | 0% | 0.1% | 0% | 1% | 6% | 6%
[14] Cc1ccccc1CN1C(=O)CSc2ccc(C(=O)N3CCOCC3)cc21
  -14%[46.1 µM] | 3% | -3% | 4.3% | 5% | 2% | -5% | -1%
[15] COc1ccc(S(=O)(=O)Nc2cc(C(=O)NCCC(C)C)ccc2N2CCOCC2)cc1
  -8%[46.1 µM] | -13% | 5% | -0.9% | -3% | -1% | -1% | 5%
[16] CCCCNC(=O)CCCCCn1c(=O)[nH]c2cc(C(=O)OC)ccc2c1=O
  -2% | 3% | 8% | 15% | 5% | -3% | 15% | 0%
[17] O=c1cc(-c2ccc(Cl)cc2)[nH]c2ccccc12
  13%[7.67 µM] | 1% | 1% | 1.7% | 3% | -1% | 1% | 4%
[18] Cc1ccc(C)c(S(=O)(=O)NCc2ccc(C(=O)NCc3ccco3)cc2)c1
  -15% | -10% | 3% | -1.0% | -16% | -1% | -21% | -22%
[19] CCCCSCCCNC(=O)c1cn(C)c2ccc(S(=O)(=O)N3CCCC3)cc2c1=O
  nt | -19% | -13% | -2.0% | 10% | -3% | nt | nt
[20] NC1=NC[C@H](Cc2ccccc2)N1CCCCC1CCCCC1
  ? | 13% | 6% | 1.6% | 2% | 0% | -3% | 11%

A few values from the list.
Value for cpd 13 in aGal spleen mod: 6%
Value for cpd 19 in Tau fibril FP: -13%

Going on with the list:
Second line of a record: NPSR antagonist | Tau fluor cs | Tau fibril FP | Epigenetic derep | TRb-SRC2 inh | TR SRC2 fluor cs | aGal spleen mod | CBFb-RUNX1 inh
[21] CCn1cc(CNC(=O)NC2CCCCC2)c(C)n1
  20% | 17% | 0% | 1.0% | 3% | -1% | 10% | 10%
[22] CNC(=S)N(Cc1ccco1)Cc1cc2cc(OC)c(OC)cc2[nH]c1=O
  11% | -14% | 0% | -1.0% | 2% | -4% | 2% | 8%
[23] N#Cc1ccc(NC(=O)COCc2cc(-c3ccco3)on2)cc1
  nt | -14% | -7% | 0.0% | -1% | 10% | nt | nt
[24] Cn1c(=O)c2c(ncn2CC(O)CO)n(C)c1=O (stereo not given)
  24% | -7%&-8% | 5%&-4% | 0.4%&-0.5% | -2%&1% | 0%&-2% | -18%&15% | 6%&13%
[25] Cc1nn(C)cc1CNC(=O)c1cnn2c1NC(c1ccc(Br)cc1)CC2C(F)(F)F (stereo not given)
  -25%[46.1 µM] | -6% | 8% | -1.0% | -5% | -4% | -2% | -9%
[26] COc1cccc(C(=O)Nc2cc(=O)n(C)c(=O)n2C)c1OC
  -9%[46.1 µM] | -2% | -2% | 0.8% | -1% | 0% | 0% | 3%
[27] CN(CC(=O)Nc1ccc(C#N)cc1)Cc1ccc(Cl)c(Cl)c1
  -5%[46.1 µM] | -23% | -5% | -1.1% | 0% | 0% | -1% | 3%
[28] Cc1cnnn1-c1cccc([N+](=O)[O-])c1
  13% | -5% | 0% | -2.3% | -4% | -1% | -2% | -3%
[29] Cc1nc(=O)c(-c2ccccc2)c(C)n1-c1ccc(C(=O)O)cc1
  6%[46.1 µM] | -1% | -4% | 0.9% | 0% | -5% | 2% | 3%
[30] CN1C(=O)c2[nH]nc(-c3ccc(F)cc3)c2C1c1ccccn1 (stereo not given)
  nt | 1% | 2% | 4.6% | -3% | 1% | nt | nt
[31] O=C(Nc1ccccc1Br)c1ccc(OC(=S)N2CCOCC2)cc1
  9% | -10% | -9%[2.34 µM] | -0.1% | -7% | -2% | -4% | 8%
[32] CC(=O)C1(C)CC2(CC(C)(C)OC2=O)C(=O)O1 (stereo not given)
  nt | -15% | 2% | 0.0% | 0% | -1% | 2% | -13%
[33] COc1cccc(NC(=O)CSc2nnc(-c3cc(C)n(-c4ccccc4)c3C)o2)c1
  -16%[46.1 µM] | ? | 1% | -0.2% | 2% | 0% | -3% | -16%
[34] Cc1ccc2nc(-c3ccc(O)cc3)c(Nc3ccc(Cl)cc3)n2c1
  nt | ? | ? | -0.9% | 1% | -28% | nt | nt
[35] Cc1oc(C(C)(C)C)cc1C(=O)N1CCCC1C(=O)O (stereo not given)
  8%[46.1 µM] | -2% | 0% | 1.0% | 2% | 1% | -1% | 1%
[36] O=C(NCCn1ccc2ccccc21)c1ccc(S(=O)(=O)N2CCOCC2)cc1
  -7%[46.1 µM] | -3% | -5% | 0.0% | 7% | -3% | -9% | 7%
[37] O=C(Cn1cc2c(n1)CCCCC2)N1CCc2ccccc21
  -11%[46.1 µM] | -3% | 0% | 0.0% | 10% | 0% | 5% | 5%
[38] COc1cc(NC(=O)CN(C)C2CCCCC2)c(C)cc1[N+](=O)[O-]
  2% | -10% | 7% | -1.1% | 2% | -3% | -5% | -8%
[39] COc1ccc(C2CC(c3ccc(F)cc3)Nc3nc(N)nn32)cc1 (stereo not given)
  8% | -8% | 7% | -1.0% | 7% | -1% | -1% | 0%
[40] CCOC(=O)N1CCN(C(=O)CN(Cc2ccc(Cl)cc2)S(=O)(=O)c2ccccc2)CC1
  -28%[46.1 µM] | -10% | 10% | -2.0% | -6% | 1% | 2% | 1%

Only TR SRC2 fluor cs, CBFb-RUNX1 inh and NPSR antagonist (3 entries from above):
cpd	SMILES	TR SRC2 fluor cs	CBFb-RUNX1 inh	NPSR antagonist
23	N#Cc1ccc(NC(=O)COCc2cc(-c3ccco3)on2)cc1	10%	nt	nt
24	Cn1c(=O)c2c(ncn2CC(O)CO)n(C)c1=O (stereo not given)	0%&-2%	6%&13%	24%
25	Cc1nn(C)cc1CNC(=O)c1cnn2c1NC(c1ccc(Br)cc1)CC2C(F)(F)F (stereo not given)	-4%	-9%	-25%[46.1 µM]

Additional compounds follow.
Second line of a record: NPSR antagonist | Tau fluor cs | Tau fibril FP | Epigenetic derep | TRb-SRC2 inh | TR SRC2 fluor cs | aGal spleen mod | CBFb-RUNX1 inh
[41] Cc1ccc(-c2cc(C(=O)Nc3c(C(=O)c4ccccc4)oc4ccccc34)no2)cc1F
  nt | 0% | 10% | -3.9% | 3% | 0% | nt | nt
[42] C[C@@]12CCC3c4ccc(OC5C=CC(c6ccccc6)OC5CO)cc4CCC3C1CCC2=O (stereo not given in full)
  nt | -10%[11.6 µM] | 3%[11.6 µM] | 1.1%[10.1 µM] | 3%[11.2 µM] | 0%[11.2 µM] | -21%[17.5 µM] | 6%[13.1 µM]
[43] CC1CCCN(Cc2c(O)ccc3c(=O)c(Oc4ccccc4Cl)c(C(F)(F)F)oc23)C1 (stereo not given)
  nt | -10% | -8% | -1.0% | -1% | 0% | nt | nt
[44] CN(C)c1cc[n+](/C(C(=S)Nc2ccc(SC(F)F)cc2)=C(/[O-])c2ccccc2)cc1
  -2% | -18% | -9% | 12% | 1% | 2% | 4% | -10%
[45] N#C/C(=C(/O)COc1cccc2ccccc12)c1nc2ccccc2[nH]1
  -9%[46.1 µM] | -12% | 1% | ? | -4% | -1% | 5% | 10%
[46] CC(=O)c1cccc(NC(=O)N2CCC(c3ccc(C)cc3)C2)c1 (stereo not given)
  7% | -26% | 8% | 1.3% | 5% | 4% | 4% | 0%
[47] CCc1ccc(NC(=O)CC2C(=O)NCCN2C(=O)c2ccc(F)cc2)cc1 (stereo not given)
  nt | -8% | 0% | -1.1% | 3% | 4% | nt | nt
[48] CC(C)CNc1nc(Oc2ccc(=O)[nH]n2)nc(N(C)C)n1
  -4%[46.1 µM] | -1% | 8% | -0.2% | -13% | 2% | 4% | 22%
[49] Cc1cccc(-c2nnc3n2N=C(c2ccccc2Br)CS3)c1
  ? | -1% | -6% | 0.0% | -19% | -2% | -3% | 7%
[50] Clc1ccc(-n2c(SC/C=C/c3ccccc3)nnc2-c2cccnc2)cc1
  ? | -11% | 0% | -1.0% | -3% | -2% | -1% | -2%
[51] Cc1ccc(/C=C(\C#N)C(=O)Nc2ccc(Br)cc2)o1
  nt | -2% | ? | 22µM* | 3% | 4% | nt | nt
[52] O=C(Cc1coc2ccc3ccccc3c12)N1CCCC1
  -3%[46.1 µM] | 10% | 6% | -3.1% | 9% | -2% | 3% | 3%
[53] CCOC(=O)c1cn(CC)c2ccc(Br)cc2c1=O
  -6%[46.1 µM] | -3% | -4% | -1.1% | -9% | 0% | -2% | 9%

The list is partial; rates above refer to the full screens.
